Ecoli viability: E. coli V3065 growth inhibition, primary screen, counter-screen for AddAB inhibitor project, absorbance, OD600 | 18 h | inhibition, % at 11.9 µM | actives 0.27% (n = 330,000) | AID 449728, 2010;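 active = inhibition above the campaign's mean inhibition across all tested compounds plus 3 SD, cut at about 9.9% in these data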;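 note: uninfected addAB+ strain grown without phage in ampicillin broth; 0% = DMSO wells and 100% = ciprofloxacin 0.95 µg/ml wells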
OPRM1-OPRD1 ag: agonists of OPRM1-OPRD1 heterodimerization, primary screen, cell-based, luminescence. actives 0.3% (n = 340,000). Mu-type opioid receptor (Homo sapiens) + Delta-type opioid receptor (Homo sapiens), …. cells. activation, % at 9.3 µM. AID 504326, 2011; in the data active = activation above about 18%;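 note: 0% = vehicle-treated cells and 100% = reference agonist; values of inactives mirror those of a sister screen read the other way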
HTR5A ag ctr: HTR5A agonists in luminescence cell assay, primary screen, counter-screen for OPRM1-OPRD1 heterodimer agonist project, full-deck HTS. 5-hydroxytryptamine receptor 5A (Homo sapiens), P47898. cell-based. activation, % at 9.3 µM. actives 0.61% (n = 340,000). AID 504692, 2011; in the data active = activation mostly above about 9.5%, no sharp cut-off; inactive = mostly below about 7.6%;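 note: 0% = cells with vehicle only and 100% = reference agonist; strong numbers were not always called active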
SUMO Mot1 rescue: yeast Mot1-301 growth rescue at high temperature, primary screen, SUMOylation pathway inhibitor project, S. cerevisiae, ATP luminescence, 38.5C | S. cerevisiae Mot1-301 growth rescue; percent above DMSO median, 100 means doubled | growth rescue, % at 18.8 µM | actives 1% (n = 320,000);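 active = every valid replicate shows activation above 250% relative to neutral control wells; inactive = the rest, any valid replicate at or below 250%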;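 note: OY570 slx delta 5 strain wells were the positive control but not used for scaling; some compounds called inactive have numbers as strong as hits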
PKA-R1A activ: activators of PKA-R1A holoenzyme, primary screen, biochemical, fluorescence polarization, Cy5-IP20, bovine R1A, mouse PKAc; AID 504707, 2011; cAMP-dependent protein kinase type I-alpha regulatory subunit (Bos taurus) + …; activation, % at 11.4 µM; actives 0.083% (n = 340,000); PKA-R1A dissociation; scaled: DMSO 0%, 113 µM cGMP 100%;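 active = percent activation above the mean of all tested compounds plus 3 SD, cut at about 19% in these data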;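 note: higher means more PKAc released from R1A so a rise in polarization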
PfHsp90 set2: growth inhibition of PfHsp90-expressing yeast, primary screen, antimalarial PfHsp90 inhibitor project, S. cerevisiae, BacTiter-Glo luminescence, single point, set 2; BacTiter-Glo ATP, 48 h; yeast lacking PDR1 and PDR3 efflux regulators; inhibition, % at 9.4 µM; actives 0.32% (n = 310,000);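 active = every replicate shows inhibition above about 80%, whatever the replicate mean, limit read from the data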;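 note: 0% = DMSO neutral controls and 100% = 20 µM radicicol positive controls; yeast relying on Plasmodium falciparum Hsp90 in place of its own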
Pemphigus Ab inh: inhibitors of pemphigus antibody binding to DSG3, primary screen, biochemical, bead-based, flow cytometry, scFv-GFP; Desmoglein-3 (Homo sapiens), P32926; binding (percent of control), % at 10 µM; DSG3-coupled beads, scFv-anti-DSG3-GFP binding; stronger effect = lower value; AID 588358, 2011; actives 0.48% (n = 310,000);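 active = binding more than 3 SD below its plate's average and above zero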;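 note: hits lower antibody fragment binding to DSG3; some compounds called inactive have numbers as strong as hits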
Target sequence (P32926 whole entry, looked up, the tested form may be a part): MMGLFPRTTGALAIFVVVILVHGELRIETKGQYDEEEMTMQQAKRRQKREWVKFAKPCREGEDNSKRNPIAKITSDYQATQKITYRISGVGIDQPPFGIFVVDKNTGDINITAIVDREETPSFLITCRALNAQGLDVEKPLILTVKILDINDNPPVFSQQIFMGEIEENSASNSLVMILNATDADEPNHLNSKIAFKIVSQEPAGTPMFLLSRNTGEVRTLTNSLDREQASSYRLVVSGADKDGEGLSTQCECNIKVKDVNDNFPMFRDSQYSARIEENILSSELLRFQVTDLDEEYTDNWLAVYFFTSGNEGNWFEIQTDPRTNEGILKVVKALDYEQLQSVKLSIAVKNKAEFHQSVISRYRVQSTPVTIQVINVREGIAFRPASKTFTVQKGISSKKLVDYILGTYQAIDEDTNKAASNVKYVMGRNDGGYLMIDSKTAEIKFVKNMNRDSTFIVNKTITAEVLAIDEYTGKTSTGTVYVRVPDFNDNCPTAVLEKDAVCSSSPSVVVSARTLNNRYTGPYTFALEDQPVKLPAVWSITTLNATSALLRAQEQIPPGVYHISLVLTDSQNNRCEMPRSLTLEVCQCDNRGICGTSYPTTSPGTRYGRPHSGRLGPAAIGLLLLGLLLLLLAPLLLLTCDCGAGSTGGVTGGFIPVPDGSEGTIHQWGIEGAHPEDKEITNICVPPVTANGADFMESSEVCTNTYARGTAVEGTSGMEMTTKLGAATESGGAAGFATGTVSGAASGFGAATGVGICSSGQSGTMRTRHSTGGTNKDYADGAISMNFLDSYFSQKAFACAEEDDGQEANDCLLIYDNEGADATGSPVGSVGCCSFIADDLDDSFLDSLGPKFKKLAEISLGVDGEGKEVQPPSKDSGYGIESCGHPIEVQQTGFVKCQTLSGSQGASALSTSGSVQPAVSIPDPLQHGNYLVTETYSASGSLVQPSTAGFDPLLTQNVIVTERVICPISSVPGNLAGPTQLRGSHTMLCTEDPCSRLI
AddAB inh: growth inhibition of E. coli expressing H. pylori AddAB, primary screen, AddAB inhibitor project, absorbance; actives 0.29% (n = 330,000); inhibition, % at 11.9 µM; in the data active = inhibition above about 12%;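 note: 0% = vehicle wells of infected cells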
HTR5A inv ag: HTR5A inverse agonists in luminescence cell assay, primary screen, counter-screen for OPRM1-OPRD1 heterodimer inverse agonist project, full-deck HTS; inhibition, % at 9.3 µM; AID 504634, 2011; 5-hydroxytryptamine receptor 5A (Homo sapiens), P47898; HTR5A cell line, inverse agonism; actives 0.083% (n = 340,000); in the data active = inhibition mostly above about 23%, no sharp cut-off; inactive = mostly below about 18%;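 note: 0% = cells with DMSO and 100% = no-cell wells with DMSO; some compounds called inactive have numbers as strong as hits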
OPRM1-OPRD1 inv: inverse agonists of MOR-DOR heterodimerization, primary screen, cell-based, luminescence; cell-based MOR-DOR heterodimer luminescence, inverse agonism; actives 0.21% (n = 340,000); inhibition, % at 9.3 µM; Mu-type opioid receptor (Homo sapiens) + Delta-type opioid receptor (Homo sapiens), …; in the data active = inhibition above about 22%, passing the limit was not always enough;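 note: 0% = cells with DMSO and 100% = wells without cells with DMSO; values of inactives mirror those of a sister screen read the other way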
phage Ecoli inh: growth loss of phage-infected E. coli, primary screen, RecBCD inhibitor project, absorbance, with phage, HTS; inhibition, % at 11.9 µM; actives 0.26% (n = 360,000); in the data active = inhibition above about 11%
* marks the source's active call; other numbers are inactive results; / = no result given.

item	molecule	PKA-R1A activ	HTR5A inv ag	AddAB inh	OPRM1-OPRD1 ag	SUMO Mot1 rescue	PfHsp90 set2
1	CC(=O)C1=C(O)C(=O)N(CCO)C1c1ccccc1 (stereo not given)	2	-15	-0.1	-0.6	142	16
2	Cc1ccc(C(=O)N(Cc2ccccc2)C(C)(C)C)cc1C	0	-3	1.6	11	1	12
3	CCCCc1ccc(-c2csc(/C(C#N)=C/c3ccc(C)o3)n2)cc1	-10	-9	-0.3	-1.4	-29	-1
4	O=S(=O)(c1ccccc1)N1CCn2c(nc3ccccc32)C1	12	/	2.9	/	-17	-31
5	CC1CC(C)CN(S(=O)(=O)c2ccc(NC(=O)CN3CCCCCC3)cc2)C1 (stereo not given)	3	10	/	2.9	/	3
6	COc1ccc(N(CC(=O)NCc2ccc(C)cc2)S(=O)(=O)c2c(C)noc2C)cc1	6	-26	1.0	-2.0	3	29
7	Cc1onc(-c2ccccc2)c1C(=O)/C=C/N(C)C	-2	-19	-1.1	-3.8	-5	2
8	COc1cccc(C(=O)CSc2nnc(-c3cc(OC)c(OC)c(OC)c3)o2)c1	6	9	2.6	2.2	5	16
9	COc1ccc2[nH]c3c(=O)n(Cc4ccco4)cnc3c2c1	13	-3	0.2	-2.1	11	12
10	CSCCC1COC(c2cccs2)=N1 (stereo not given)	2	11	1.3	-4.0	-10	-37
11	COc1cccc(-c2nc(NCc3ccco3)c3ccccc3n2)c1O	4	-12	0.0	26*	28	-15
12	COCc1ccc(CN2CCCC(CCC(=O)NCc3cccc(OC)c3)C2)o1 (stereo not given)	0	-11	3.3	-3.1	-12	14
13	CC(=O)c1cccc(NC(=O)C2CCN(S(C)(=O)=O)CC2)c1	12	6	2.1	-1.5	-7	-2
14	c1ccc(N2OCC3Cn4c(nc5ccccc54)C32)cc1 (stereo not given)	-1	13	2.8	2.0	-16	12
15	COCCN(C(=O)c1ccc(-c2ccc(Cl)cc2)o1)c1c(N)n(CC(C)C)c(=O)[nH]c1=O	-1	-3	-1.1	-2.2	0	-8

item	Pemphigus Ab inh	OPRM1-OPRD1 inv	Ecoli viability	HTR5A ag ctr	phage Ecoli inh
1	97	3	-0.8	1	3.3
2	130	-59	0.5	-1	2.7
3	/	9	-1.3	3	1.5
4	103	/	0.8	/	2.7
5	107	-19	/	8	0.7
6	104	10	-2.5	6	2.1
7	103	20	-2.6	1	0.8
8	102	-13	0.6	-4	1.0
9	100	12	-1.6	1	2.6
10	/	18	0.2	-4	0.7
11	64*	-128	0.1	8	-0.6
12	107	15	0.5	-1	4.3
13	105	8	-0.4	3	0.0
14	106	-12	-2.6	2	0.6
15	/	9	-1.2	1	5.5

Grouped by structure, those above containing an NH in an aromatic ring
item	molecule	PKA-R1A activ	HTR5A inv ag	AddAB inh	OPRM1-OPRD1 ag	SUMO Mot1 rescue	PfHsp90 set2
9	COc1ccc2[nH]c3c(=O)n(Cc4ccco4)cnc3c2c1	13	-3	0.2	-2.1	11	12
15	COCCN(C(=O)c1ccc(-c2ccc(Cl)cc2)o1)c1c(N)n(CC(C)C)c(=O)[nH]c1=O	-1	-3	-1.1	-2.2	0	-8

item	Pemphigus Ab inh	OPRM1-OPRD1 inv	Ecoli viability	HTR5A ag ctr	phage Ecoli inh
9	100	12	-1.6	1	2.6
15	/	9	-1.2	1	5.5

Next section
item	molecule	PKA-R1A activ	HTR5A inv ag	AddAB inh	OPRM1-OPRD1 ag	SUMO Mot1 rescue	PfHsp90 set2
16	CCN1C(=O)c2ccccc2S(=O)c2ccc(C(=O)NCc3ccc(OC)cc3)cc21 (stereo not given)	2	10	2.9	-3.5	/	-9
17	CCn1nccc1C(=O)Nc1nc2ccccc2n1CCN1CCCCC1	-1	/	-0.5	/	4	-13
18	CC(C)Oc1ccc(C2CNC(=O)C2)cc1 (stereo not given)	-1	-60	0.2	1.0	-4	11
19	CCOC(=O)c1sc2nc(C)nc(N3CCCCC3C)c2c1C (stereo not given)	/	/	4.4	/	-14	-11
20	O=C(Nc1cccc(Cl)c1)N1CCN(c2ncccn2)CC1	2	-10	-1.0	-1.2	9	/
21	Cn1cc(CN2CCc3c([nH]c4ccccc34)C2C2CCCCC2)cn1 (stereo not given)	-6	2	3.3	-2.5	152	-9
22	Nc1c(C(=O)Nc2ccc3c(c2)OCCO3)nnn1Cc1ccc(Cl)cc1	15	-16	-0.2	6.3	3	-6
23	CCc1ccc(NS(=O)(=O)c2c(C)noc2C)cc1	-12	9	4.3	0.8	-6	17
24	Cn1c2c(c(=O)c3ccccc31)CCC(C)(C)O2	-6	9	1.6	-1.5	326	12
25	CC(=O)Nc1ccc(N/C(N)=N/c2nc(C)cc(C)n2)cc1	-5	-6	2.9	-1.3	1	-8
26	FC(F)(F)c1cnc(N2CCCN(C(=S)Nc3ccccc3)CC2)c(Cl)c1	-6	-44	-0.1	7.0	22	-22
27	O=C(NCc1ccc2c(c1)OCO2)C(=O)NCC1OCCN1S(=O)(=O)c1ccc(Cl)cc1 (stereo not given)	-5	5	4.2	-1.2	0	-6
28	CCN(CC)CCNC(=O)C1CCN(S(=O)(=O)c2c(C)noc2/C=C/c2ccccc2F)CC1	-11	-11	4.7	-1.0	-6	-3
29	Cc1ccc2nc(NC(=O)CC3Oc4ccccc4NC3=O)sc2c1 (stereo not given)	-3	8	0.5	-1.3	-11	-28
30	CC1=CC(C)(C)N=C(Nc2ccc(C)cc2)S1	1	9	-1.7	11	-4	2

item	Pemphigus Ab inh	OPRM1-OPRD1 inv	Ecoli viability	HTR5A ag ctr	phage Ecoli inh
16	/	18	-1.5	1	0.0
17	107	/	-2.0	/	0.2
18	103	-6	-0.2	23*	4.0
19	99	/	-0.8	/	0.0
20	/	6	0.2	3	3.7
21	103	13	1.3	-1	3.2
22	97	-41	0.5	5	4.5
23	100	-4	2.0	-2	-0.3
24	106	8	1.6	1	3.8
25	100	7	-0.6	2	4.3
26	/	-34	-0.1	17*	2.0
27	95	6	-1.7	0	1.8
28	126	5	-0.9	3	0.4
29	93	7	-1.5	-2	0.8
30	102	-68	0.6	-3	-0.4

item	molecule	PKA-R1A activ	HTR5A inv ag	AddAB inh	OPRM1-OPRD1 ag	SUMO Mot1 rescue	PfHsp90 set2
31	c1ccc(CN2CCC3(CC2)Nc2ccccc2CO3)cc1	7	/	1.7	/	-3	-13
32	COc1ccc(N2CCN(C(=O)CSc3nnc(-c4ccc5[nH]c(C)c(C)c5c4)o3)CC2)cc1	-9	-14	-0.3	-0.5	370	-4
33	COC(=O)c1ccc(CNC(=O)CNc2cc(C(F)(F)F)ccc2N2CCOCC2)cc1	-11	9	3.0	-2.7	-2	29
34	CC(=O)NNC(=S)NC(=O)c1ccc(C)cc1	-6	-13	-3.9	0.7	9	/
35	CCN(CC)S(=O)(=O)c1cc(C)c(C)cc1OCC(=O)NC1CCCC1	1	0	3.7	3.4	-11	4
36	O=C(CC1CCCC1)N1CCCC(Nc2cccc(F)c2)C1 (stereo not given)	-5	10	-0.3	-0.1	-19	-19
37	COc1cccc(C2=NOC(C(=O)Nc3ccccc3SC)C2)c1 (stereo not given)	-5	-19	2.0	-1.6	11	/
38	S=C(Nc1ccc(Cl)cc1Cl)N1CCOCC1	-2	-7	0.3	0.7	-8	6
39	O=C(c1ccc([N+](=O)[O-])cc1)N(Cc1ccccc1)c1ccccn1	12	4	1.0	0.2	-19	-3
40	COC(=O)c1ccccc1NC(=O)c1cc(C)no1	-14	-9	2.1	-5.2	43	12
41	O=C(c1ccccc1Cl)N1CCN(C(=O)C2CCCO2)CC1 (stereo not given)	-6	0	/	0.6	/	/
42	CCCNC(=O)COC(=O)c1ccccc1OCC(=O)Nc1ccc(Br)cc1	-1	4	0.7	-2.2	-15	-56
43	Cc1cc(C)cc(NC(=O)CC23CC4CC(C2)CC(n2nnc(C)n2)(C4)C3)c1	3	-21	1.0	0.6	-2	-3
44	CC(C)n1cc(CN2CCC(Oc3ccc(C(=O)N4CCCCC4)cc3)CC2)cn1	11	5	/	-1.8	89	-8
45	CCc1cc(=O)oc2cc(OCC(=O)O)c(Cl)cc12	4	-27	1.4	0.0	78	-34

item	Pemphigus Ab inh	OPRM1-OPRD1 inv	Ecoli viability	HTR5A ag ctr	phage Ecoli inh
31	99	/	1.6	/	4.7
32	84	3	1.1	0	1.2
33	111	15	-2.0	-3	3.0
34	124	-3	-5.9	-1	0.1
35	97	-18	-1.1	4	-0.1
36	109	0	0.5	-3	3.5
37	107	9	-0.5	3	4.4
38	84	-3	-2.3	4	5.3
39	105	-1	0.9	1	4.9
40	94	24	-2.8	3	4.0
41	96	-4	/	4	-1.0
42	129	12	-0.3	3	3.8
43	122	-3	-2.3	6	-0.6
44	101	10	/	-2	0.6
45	/	0	-2.2	4	3.9

item	molecule	PKA-R1A activ	HTR5A inv ag	AddAB inh	OPRM1-OPRD1 ag	SUMO Mot1 rescue	PfHsp90 set2
46	COc1cccc(CNC(=O)C2CCN(S(=O)(=O)c3cnc[nH]3)CC2)c1	-4	0	-1.0	-2.0	1	22
47	CC1CCN(c2ccc3nnc(CCC(=O)N4CCN(c5ccc(F)cc5)CC4)n3n2)CC1	-4	10	-1.7	-1.6	3	11
48	CSc1ncccc1C(=O)NCc1ccc(C)cc1	-18	15	1.9	-1.1	17	-1
49	Cc1ccccc1-c1csc(N)n1	2	-2	/	-2.7	/	/
50	CCN(CC(=O)Nc1cc(Cl)ccc1C)C(=O)CSCc1ccccc1	-1	6	/	1.4	/	/
51	O=[N+]([O-])c1ccc(NN=Cc2ccccc2O)nc1	-1	12	/	2.4	/	-17
52	COC(=O)[C@@H](NC(=O)Nc1ccc(C(C)=O)cc1)C(C)C	5	-3	1.4	-1.7	-6	-24
53	CC(C)c1ccc(NC(=O)N2CCC(c3nc4ccccc4o3)CC2)cc1	-10	-8	-1.4	0.0	53	-2
54	Cc1nn(-c2ccccc2)c(C)c1/C=N/NC(=O)c1ccccc1NS(=O)(=O)c1cccs1	-4	8	1.7	-0.4	-7	19

item	Pemphigus Ab inh	OPRM1-OPRD1 inv	Ecoli viability	HTR5A ag ctr	phage Ecoli inh
46	96	12	1.1	1	1.7
47	/	9	-1.6	-3	3.7
48	84	6	0.8	-6	4.6
49	89	14	/	1	1.8
50	100	-9	/	3	0.7
51	91	-12	/	-3	-5.0
52	98	9	-1.1	1	0.6
53	103	0	-1.2	-4	/
54	99	3	-1.8	0	1.5

Compound activity from PubChem BioAssay.

The order is random (roughly 3.2% active in at least one column).
